E coli WT exp – growth inhibitors of E. coli BW25113 wild type; OD600 absorbance; growth inhibition, % at 100 µM; 0.15% of 98,000 active; AID 710;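 active = growth inhibition above about 50% at one test dose, limit read from the data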;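 also: growth measured after 20 h incubation at 37 °C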
DAT uptake mod – modulates human dopamine transporter uptake under cocaine; Q01959; 1.3% of 110,000 active; LLC-PK1 hDAT cells, [14C]-dopamine uptake with cocaine IC80; actives deviate in either direction; B-score at 10 µM; AID 449768;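 active = Z score or B-score, a plate-position-corrected score, falls beyond the plate's 99.7% confidence bounds, in either direction; inactive = both scores lie inside the 99.7% bounds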;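 also: scored against the spread of the other compound wells on the same plate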
Target sequence (Q01959 whole entry, looked up): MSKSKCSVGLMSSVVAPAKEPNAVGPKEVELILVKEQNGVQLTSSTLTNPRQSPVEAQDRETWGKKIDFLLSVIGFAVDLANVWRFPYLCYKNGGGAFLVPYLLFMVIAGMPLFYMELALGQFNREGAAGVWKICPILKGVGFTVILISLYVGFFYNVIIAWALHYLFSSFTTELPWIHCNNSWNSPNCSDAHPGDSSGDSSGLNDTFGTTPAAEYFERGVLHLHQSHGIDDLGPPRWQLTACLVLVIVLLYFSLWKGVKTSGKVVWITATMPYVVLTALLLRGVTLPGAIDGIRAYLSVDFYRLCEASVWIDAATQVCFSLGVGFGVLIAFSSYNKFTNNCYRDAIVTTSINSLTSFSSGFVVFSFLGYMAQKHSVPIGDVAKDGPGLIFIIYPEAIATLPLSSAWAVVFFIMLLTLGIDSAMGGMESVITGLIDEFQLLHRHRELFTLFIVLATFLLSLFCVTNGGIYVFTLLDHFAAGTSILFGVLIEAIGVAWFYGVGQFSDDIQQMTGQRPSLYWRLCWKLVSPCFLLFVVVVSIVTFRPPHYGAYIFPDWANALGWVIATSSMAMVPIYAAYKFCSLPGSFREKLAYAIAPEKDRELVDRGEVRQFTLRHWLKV
* = called active by the depositor. An excerpt; count on the stated rates, not on these rows.

SMILES	E coli WT exp	DAT uptake mod
CCN(CC)c1ccc(NC(=O)c2cnc3ccccn3c2=O)c(C)c1	-1	-0.75
CC1(C)Cc2c(sc3c2c(=N)n(Cc2ccco2)c(=O)n3Cc2ccc(Cl)cc2)CO1	-20	0.72
O=C(NCc1ccccc1)NS(=O)(=O)c1ccccc1Cl	14	1.3
Cn1c(SCC(=O)OC2CCCCC2)nnc1-c1ccc(S(=O)(=O)N2CCCC2)cc1	-5	0.42
Cc1cc(=O)n2nc(N3CCC(C(=O)N4CCN(C)CC4)CC3)sc2n1	-4	0.047
CCOC(=O)C1CCCN(C(=O)CN2C(=O)C(CC)Oc3ccc(C)cc32)C1 (stereo not drawn)	-1	-2.2
Cc1cc(C)n(-c2c(F)c(F)c(CN3CCOCC3)c(F)c2F)n1	4	-0.61
CC(C)n1c(SCC(=O)N2CCCC2)nc2c1c(=O)n(C)c(=O)n2C	0	-0.016
C=CCN1C(=O)NC2(CCCCC2)C1=O	3	1.7
COCC(=O)NCc1nc2ccccc2n1Cc1ccccc1F	0	-0.48
CCCCCCN1C(=O)C(O)=C(C(C)=O)C1c1ccc(Cl)cc1 (stereo not drawn)	8	-0.49
COc1ccccc1CCNC(=O)c1ccc(C)o1	-2	-0.41
Oc1ccc(Br)cc1-c1nc2cnccn2c1NC1CCCC1	-7	0.091
CC1(C)Cc2c(c(N3CCOCC3)nc3sc(C(=O)N4CCCCC4)c(N)c23)CO1	-6	0.49
CCOc1ccccc1NC(=O)c1ccc2nccnc2c1	5	0.029
COc1cc(C2C(C#N)=C(N)Oc3n[nH]c(-c4ccccn4)c32)cc(OC)c1OC (stereo not drawn)	2	0.011
CC(=O)C1=C(O)C(=O)N(Cc2ccccc2)C1c1cccs1 (stereo not drawn)	-5	-1.1
CSc1ccc(C2C(C#N)=C(N)N(c3ccccc3)C3=C2C(=O)CCC3)cc1 (stereo not drawn)	-15	-0.034
COC(=O)c1ccc(C)c(N(CCO)CCO)c1	-13	0.23
O=C(CN1C(=O)c2ccccc2S1(=O)=O)NC1CCCCCC1	1	0.61
COc1ccc(C(=O)N2CCN(c3ccc(C)cc3C)CC2)cc1OC	6	1.5
O=C(CN1CCN(S(=O)(=O)c2ccc(Br)cc2)CC1)Nc1ccc2c(c1)OCCO2	-6	-0.35
CCCCOc1ccc(C2(C)CC(=O)NC2=O)cc1 (stereo not drawn)	9	0.85
Cc1ccc(C)c(N(C)S(=O)(=O)c2cccc3nsnc23)c1	-13	-1.3
Cc1nn(-c2ccccc2)c(Cl)c1C1C(C#N)=C(N)Oc2n[nH]c(C)c21 (stereo not drawn)	0	0.011
Cc1cc(Nc2ccc(Br)c(C)c2)n2nc(C)nc2n1	9	0.032
CCCCSC(=O)Nc1ccccc1	-4	0.82
Cn1c(SCC(=O)Nc2ccc(F)cc2F)nnc1-c1cccnc1	2	-1.8
COc1ccc(N(C)C(=O)CC2(CC(=O)O)CCCCC2)cc1	4	-0.042
CCOC(=O)CSc1ccc2nnc(-c3ccccc3)n2n1	3	-0.68
O=C(NCc1ccco1)c1cccc(S(=O)(=O)N2CCOCC2)c1	-1	-0.93
CCn1ncc(C2=NOC(C(=O)Nc3cccnc3)C2)c1C (stereo not drawn)	9	-1.4
NC(=O)c1cc2ccc(O)cc2oc1=Nc1ccccc1	1	-0.83
COCCn1c(SCc2csc(-c3ccccc3)n2)nc2ccccc21	-27	1.3
COc1cc2c(cc1OC)C(C(=O)N1CCCC1)C(c1ccccc1F)N(C)C2=O (stereo not drawn)	3	-0.8
CCOC(=O)C1=C(C)C(c2ccc(OC)cc2OC)NC(=O)N1 (stereo not drawn)	-4	-0.79
CN1CCN(CCCNC(=O)c2cc3c(=O)oc4ccccc4c3s2)CC1	7	-0.77
Cc1onc(-c2ccccc2)c1C(=O)N1CCN(S(=O)(=O)c2ccc3c(c2)OCCO3)CC1	-4	-0.52
CCOC(=O)c1c(C)oc2c1c(C=NCc1ccccn1)c(O)c1ccccc12	-10	-0.03
O=C(O)c1cccc(Nc2ncnc3ccccc23)c1	-3	-0.83
COc1ccc(C(=O)Nc2ccncc2)cc1OC	1	0.042
Cc1cccc(-c2nc(CSCC(=O)N3CCN(Cc4ccc5c(c4)OCO5)CC3)c(C)o2)c1	-10	2.3
CCN1CCc2nc(SCC(=O)Nc3ccc(OC)cc3)c(C#N)cc2C1	-5	0.72
O=C(c1cnc2ccccn2c1=O)N1CCc2ccccc21	-1	1.4
CCOC(=O)C(NC(=O)c1ccc(F)cc1)(Nc1nnc(C)s1)C(F)(F)F (stereo not drawn)	2	0.0049
CC1CCCN(Cc2nc3c(c(=O)n(C)c(=O)n3C)n2Cc2c(F)cccc2Cl)C1 (stereo not drawn)	-5	-0.071
CC(C)c1nnc(NC(=O)Cc2cccs2)s1	-3	0.64
Cc1ccc(-c2cn3c(n2)CCCC3)cc1	1	-0.6
COc1ccc(-c2nc(C(N)=O)c3[nH]c(=O)n(-c4cccc(C)c4)c3n2)c(OC)c1	-5	-0.79
O=C(CSc1nc2c(c(=O)n1-c1ccccc1)SCC2)N1CCN(c2ccccc2)CC1	-18	0.15
CC(C)CCCNc1nc(N2CCOCC2)nc(N2CCOCC2)n1	-1	0.3
Cc1cc(Oc2ccc(-c3ccccc3)cc2)n2ncnc2n1	-2	-0.82
CCOC(=O)c1nn(-c2ccc3c(c2)CCN3C(C)=O)cc1O	-2	-1.1
CN1CC=C2C(C#N)=C(N)C(C#N)(C#N)C(CCc3ccccc3)C2C1 (stereo not drawn)	-5	0.87
CCOC(=O)CNc1c(-c2ccc(F)cc2)nc2cnccn12	0	0.047
O=C1Nc2ccccc2C(O)(C(=O)NCc2ccc3c(c2)OCO3)N1c1ccccc1 (stereo not drawn)	4	2.2
Cc1nn(C)c(C)c1S(=O)(=O)N(CC(=O)Nc1nccs1)c1ccc(C(C)C)cc1	-1	-0.16
COc1ccc(CC(=O)OCC(=O)Nc2c(C)n(C)n(-c3ccccc3)c2=O)cc1	-2	0.17
COc1ccc(NC(=O)N2CCN(S(C)(=O)=O)CC2)cc1OC	11	-1.4
O=C(CCS(=O)(=O)c1ccc(Br)cc1)N1CCN(Cc2ccccc2)CC1	-13	-0.43

12 compounds from above, arranged by heavy-atom count, falling:
SMILES	E coli WT exp	DAT uptake mod
Cc1cccc(-c2nc(CSCC(=O)N3CCN(Cc4ccc5c(c4)OCO5)CC3)c(C)o2)c1	-10	2.3
O=C(CSc1nc2c(c(=O)n1-c1ccccc1)SCC2)N1CCN(c2ccccc2)CC1	-18	0.15
O=C1Nc2ccccc2C(O)(C(=O)NCc2ccc3c(c2)OCO3)N1c1ccccc1 (stereo not drawn)	4	2.2
COc1ccc(-c2nc(C(N)=O)c3[nH]c(=O)n(-c4cccc(C)c4)c3n2)c(OC)c1	-5	-0.79
CCN1CCc2nc(SCC(=O)Nc3ccc(OC)cc3)c(C#N)cc2C1	-5	0.72
CN1CC=C2C(C#N)=C(N)C(C#N)(C#N)C(CCc3ccccc3)C2C1 (stereo not drawn)	-5	0.87
CC(C)CCCNc1nc(N2CCOCC2)nc(N2CCOCC2)n1	-1	0.3
COc1ccc(NC(=O)N2CCN(S(C)(=O)=O)CC2)cc1OC	11	-1.4
O=C(c1cnc2ccccn2c1=O)N1CCc2ccccc21	-1	1.4
COc1ccc(C(=O)Nc2ccncc2)cc1OC	1	0.042
CC(C)c1nnc(NC(=O)Cc2cccs2)s1	-3	0.64
Cc1ccc(-c2cn3c(n2)CCCC3)cc1	1	-0.6

Additional records.
SMILES	E coli WT exp	DAT uptake mod
CCC(C)(C)n1nnnc1C(CC(C)C)N1CCC(C(N)=O)CC1 (stereo not drawn)	-1	-0.3
CCC(C)NC(=O)C1=C(C)C(=O)OC12CCC(C)CC2 (stereo not drawn)	-1	-0.75
CCCn1c(SCC(=O)N2CCc3ccccc32)nnc1-c1ccncc1	2	-0.76
CC(C)(C)NC(=O)CSc1nnc(-c2ccccn2)n1-c1ccccc1	2	1.3
Cc1nn(-c2ccccc2)c2[nH]c(=O)c(CNCC3CCCO3)cc12 (stereo not drawn)	6	-0.015
COc1cc(C(=O)N(Cc2cc3cc(C)ccc3[nH]c2=O)CC2CCCO2)cc(OC)c1OC (stereo not drawn)	-1	0.23
CCn1c(=O)cc(SCC(=O)N2CCN(c3ccccn3)CC2)c2ccccc21	5	0.15
CCC(C(=O)NCCN1CCN(C)CC1)n1c(C)c2cnn(-c3ccccc3)c(=O)c2c1C (stereo not drawn)	-1	-1.6
Cc1cc(=O)[nH]c(SCC(=O)c2ccccc2)c1C#N	3	-0.19
CC(NC(=O)c1ccco1)C(c1cccs1)N1CCN(c2ccccc2)CC1 (stereo not drawn)	-6	0.34
O=C(C1CCCN(S(=O)(=O)c2cccs2)C1)N1CCC(N2CCCCC2)CC1 (stereo not drawn)	2	0.43
c1coc(CSCc2cn3cccnc3n2)c1	2	-0.3
c1ccc(-c2cnnc(SCc3cn4cccnc4n3)n2)cc1	3	-1.1
Cc1cc2ccccc2c(=O)[nH]1	4	-0.019
CC(C)(C)NC(=O)CN(C(=O)CS(=O)CC(=O)Nc1ccc(F)cc1)c1ccccc1 (stereo not drawn)	2	0.64
Cc1ccc(CNC(=O)CCCNS(=O)(=O)c2cccc3nonc23)cc1	10	0.19
CC1CN(S(=O)(=O)c2ccc(-c3nc4ccccc4s3)cc2)CC(C)O1 (stereo not drawn)	-3	-0.6
O=C(O)c1ccc2nc(C(F)(F)F)[nH]c2c1	3	0.17
CC(C(=O)N1CCCCC1)n1sc2ccccc2c1=O (stereo not drawn)	0	-0.51
CCN(CC)S(=O)(=O)c1ccc2oc(C(=O)N3CCCCCC3)c(C)c2c1	-2	0.7

Structures from the list above with a tert-butyl group, in the order listed:
SMILES	E coli WT exp	DAT uptake mod
CC(C)(C)NC(=O)CSc1nnc(-c2ccccn2)n1-c1ccccc1	2	1.3
CC(C)(C)NC(=O)CN(C(=O)CS(=O)CC(=O)Nc1ccc(F)cc1)c1ccccc1 (stereo not drawn)	2	0.64

Carrying on.
SMILES	E coli WT exp	DAT uptake mod
CCOC(=O)C1CCN(S(=O)(=O)c2cn(C)c(=O)n(C)c2=O)CC1	6	-1.4
c1ccc2[nH]c(N3CCOCC3)nc2c1	4	-0.45
CC(=O)N1CCCc2cc(S(=O)(=O)N3CCc4ccccc4C3)ccc21	1	1.9
S=c1nc(-c2ccccc2)n(CCCn2ccnc2)c2c1CCCC2	-1	-0.98
COC(=O)CNC(=O)C1CCN(c2nc(C)cc(C)n2)CC1	-5	-1
CCc1nnc(NC(=O)c2ccc(NS(=O)(=O)c3ccccc3)cc2)s1	-16	-0.042
O=C(NCc1cccnc1)c1cnc2sccn2c1=O	-3	0.48
O=C(Cn1cnc2c(nnn2Cc2ccccc2)c1=O)NCc1ccco1	11	-0.67
c1ccc(N2CCN(c3nc4ccccc4n4nnnc34)CC2)cc1	-17	-0.21
COc1cc(SC)ccc1C(=O)NC1CCCCC1	5	-0.059
Cc1ccccc1Nc1ncnc2c1cnn2-c1ccccc1	7	3.1*
CCC(Sc1nc2n[nH]c(C)c2c(=N)n1-c1ccc(C)c(Cl)c1)C(=O)N1CCOCC1 (stereo not drawn)	-3	0.74
COC(=O)C1=C(C)Nc2ncnn2C1c1ccc(OCc2ccccc2)cc1 (stereo not drawn)	-18	0.089
COc1ccc2c(Cl)c(-c3nnc4n3CCCCC4)sc2c1	1	0.62
O=C(NCc1cccc(F)c1)c1noc2c1CCCC2	1	-0.81
O=C(O)CCc1ccc(-c2cccs2)o1	-3	-0.061
CC(=O)c1ccc(Oc2ncnc3sccc23)c(CN2CCOCC2)c1	3	-7.9*
COC(=O)c1cn[nH]c1N	-6	-0.012
CCCC1(C(=O)OC)NC(c2cc(OC)c(OC)c(OC)c2)C2C(=O)N(CC)C(=O)C21 (stereo not drawn)	5	-0.39
Cn1cccc1Cc1nnc(SCC(=O)Nc2ccc(F)cc2)n1CCc1ccccc1	-11	-1.1
COc1ccc(NC(=O)c2ccco2)cc1NC(=O)c1cc2ccccc2o1	-8	-0.14
O=c1c(/C=N/O)coc2ccc3ccccc3c12	0	-0.46
Cc1ccc(C)c(OCC(=O)Nc2cc(C)on2)c1	0	0.013
CCC(=O)c1ccc(OCc2ccc(C(=O)OC)o2)c(OC)c1	2	0.13
Cc1csc2nc(CNC(=O)CCC(=O)O)cn12	-8	1.5
COc1cc(C2C(C#N)=C(N)Oc3cc(C)oc(=O)c32)ccc1OC(=O)N1CCOCC1 (stereo not drawn)	-2	1
COc1ccccc1CNC(=O)CNCC1CCCO1 (stereo not drawn)	11	0.45
COc1ccc(C(c2nnnn2Cc2cccs2)N2CCN(c3ccccc3F)CC2)cc1OC (stereo not drawn)	-6	-0.53
CN1CCc2c(sc3nc(SCC(=O)N4CCOCC4)nc(N)c23)C1	-1	0.14
CCn1c2ccccc2c2nnc(SCc3ccccc3)nc21	-13	-0.32
Cc1c(NC(=O)c2cc(-c3ccc4c(c3)OCO4)on2)c(=O)n(-c2ccccc2)n1C	2	-0.67
COCCNC(=O)Cn1nc(C)c2ccccc2c1=O	-2	-1.4
Cc1ccc(-n2ncc(C#N)c2/N=C/N2CCCCCC2)cc1	30	0.46
CC1CCC(NC(=O)c2cc3c(s2)CS(=O)(=O)C3)CC1 (stereo not drawn)	-2	0.44
CCOc1ccc(NC(=O)CSc2nnc(-c3ccco3)n2C)cc1	-1	-0.58
Clc1nc2sccn2c1/C=N/n1cnc2ccccc21	5	-0.73
CCc1ccc(-c2nnn(Cc3nn[nH]n3)n2)cc1	-8	-0.55
O=C(O)c1ccc(-n2cccc2)cc1O	-20	-0.78
COc1ccc(Cn2nnc3c(=O)[nH]c(C(=O)NCCc4ccc(F)cc4)nc32)cc1OC	-11	1
NC(=O)CCCCC(=O)OCCCc1cccs1	2	-0.55
COc1ccc(S(=O)(=O)Cc2ccccc2)cc1N	-7	-0.4
O=C(Nc1ccccc1C(=O)N1CCCCC1)C1CCCCC1	5	-0.33
CN1C(=O)NC(c2ccccc2)C2=C1CN(Cc1ccco1)C2=O (stereo not drawn)	-9	-1.1
CCC(=O)N1c2ccccc2NC2=C(C(=O)CC(c3ccco3)C2)C1c1ccco1 (stereo not drawn)	-1	1.1
